D1 agonist: human D1 receptor agonism; activation, % at 2 µM; hit rate 1% among 360,000; HEK293 T-REx D1 cells, calcium flux, agonist mode; further: 0% is about no effect
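Tetracycline-induced HEK293 TREx D1 cells, force-coupled to calcium signalling, were dye-loaded with a no-wash calcium kit. Compound was pin-added after a 10 s baseline. Fluorescence was read kinetically at 1 cycle/s for 180 s, with calcium rises flagged as agonism.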
D1 antag: human D1 dopamine receptor antagonism; P21728; HEK293 TREx D1 cells, calcium flux, dopamine EC80; stronger effect = lower value; activity change, negative = inhibition, % at 10 µM; hit rate 3.2% among 360,000; in the data active means activity change below about -30%; further: on the % scale 0 is the no-effect control and ±100 the full control effect
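Calcium flux readout: force-coupled, inducible Hek293 Trex D1 line, cells induced overnight at 30 C with tetracycline, dye-loaded 30–90 min at RT. Antagonism scored against EC80 dopamine challenge given 180 s after compound.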
D2 PAM: positive allosteric modulators of human D2 dopamine receptor; hit rate 0.34% among 340,000; HEK293 T-REx D2, calcium flux, EC20 dopamine potentiation; potentiation, % at 10 µM; P14416;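 active means potentiation over 3 SD above the plate norm, cut at about 30% in these data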; further: 0% is about no effect
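Calcium flux readout, no-wash dye, 1 read/s. Inducible HEK293 Trex D2 line, overnight 30 C. Compound alone 180 s (agonist flags), then EC20 dopamine, another 180 s to score potentiation.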
D2 agonist: agonists of human D2 dopamine receptor; P14416; HEK293 T-REx D2 cells, calcium flux agonist mode; activation, % at 2 µM; hit rate 0.53% among 340,000;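 active means activation over 3 SD above normal in the single-dose calcium agonist read, cut at about 30% in these data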; further: 0% is about no effect
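Tetracycline-induced HEK293 Trex cells with D2 receptor force-coupled to calcium signaling, plated overnight at 30 C and loaded with no-wash calcium dye. Calcium flux read kinetically for 180 s after compound addition; responses flag agonists.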
RXFP1 antagonist: blocks the human relaxin receptor RXFP1. HEK293-RXFP1, relaxin-stimulated cAMP HTRF, 30 min; stronger effect = lower value. AID 1259400. activity change, negative = inhibition, % at 57.5 µM. hit rate 0.59% among 350,000. Q9HBX9;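 active means activity change of -60% or lower, but not beyond a set lower limit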; further: on the % scale 0 is the no-effect control and ±100 the full control effect
Target sequence (Q9HBX9 whole entry, looked up): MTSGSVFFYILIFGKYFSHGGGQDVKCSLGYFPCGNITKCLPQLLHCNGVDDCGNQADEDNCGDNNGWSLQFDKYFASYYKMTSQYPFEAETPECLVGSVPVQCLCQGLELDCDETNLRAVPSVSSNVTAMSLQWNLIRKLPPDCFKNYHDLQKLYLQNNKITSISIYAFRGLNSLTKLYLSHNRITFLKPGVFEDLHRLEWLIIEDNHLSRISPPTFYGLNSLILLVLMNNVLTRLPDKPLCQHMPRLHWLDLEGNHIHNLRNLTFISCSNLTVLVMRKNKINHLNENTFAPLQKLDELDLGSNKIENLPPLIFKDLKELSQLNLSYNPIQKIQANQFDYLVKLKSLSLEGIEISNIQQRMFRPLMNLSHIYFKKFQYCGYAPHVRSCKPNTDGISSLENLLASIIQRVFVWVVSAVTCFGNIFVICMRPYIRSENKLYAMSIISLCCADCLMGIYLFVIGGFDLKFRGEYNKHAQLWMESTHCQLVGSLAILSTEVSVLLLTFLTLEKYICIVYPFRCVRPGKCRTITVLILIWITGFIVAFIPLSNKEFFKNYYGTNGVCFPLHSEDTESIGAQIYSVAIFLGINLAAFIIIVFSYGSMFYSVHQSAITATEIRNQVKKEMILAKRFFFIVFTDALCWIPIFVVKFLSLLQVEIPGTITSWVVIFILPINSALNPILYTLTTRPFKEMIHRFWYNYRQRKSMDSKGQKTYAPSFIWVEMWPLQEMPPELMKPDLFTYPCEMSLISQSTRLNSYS
TRHR enhancer: TRH receptor (human) allosteric enhancement | P34981 | TRHR cells, fluo-8 calcium fluorescence, EC20 TRH enhancement | enhancement, % at 2 µM | hit rate 0.66% among 360,000 | AID 493056; in the data active means enhancement above about 30%; further: 0% is about no effect
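TRHR-expressing cells loaded with fluo-8 calcium dye were read kinetically (ex 480/em 530) during compound addition, then stimulated with an EC20 of TRH (10 nM final). Enhancement of the Gq-mediated intracellular calcium response was scored.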
TRHR ag: activates the human TRH receptor; TRHR cells, calcium flux fluo-8, FDSS agonist mode; activation, % at 2 µM; AID 493084; hit rate 0.18% among 360,000; P34981; further: 0% is about no effect
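TRHR-expressing cells loaded with fluo-8 calcium dye; 23 nL library compound pin-transferred, kinetic FDSS fluorescence (Ex 480/Em 530) recorded about 180 s for agonist-induced calcium release, before a 10 nM TRH EC20 addition for potentiator mode.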
D1 PAM: human D1 dopamine receptor positive modulation. P21728. hit rate 0.036% among 360,000. potentiation, % at 10 µM. HEK293 TREx D1 cells, calcium flux, dopamine EC20 potentiation; in the data active means potentiation above about 30%; further: 0% is about no effect
D2 antag: D2 dopamine receptor (human) antagonism. P14416. HEK293 TREx D2 cells, calcium flux, dopamine EC80. inhibition, % at 10 µM. hit rate 2% among 340,000; in the data active means inhibition above about 30%; further: 0% is about no effect
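HEK293 T-REx D2 cells, tet-induced, calcium dye no-wash. Cpd pintool add, 180 s kinetic, then EC80 DA, 180 s kinetic. Ca flux read.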
Numbers without * were called inactive; / = not tested or not shown. Unless noted, no stated cut-off is given here; in the data, active means activation above about 30%; inactive means the rest.

#1 Cc1ccsc1CN(C(=O)c1oc2cc(Br)ccc2c1C)C1CCS(=O)(=O)C1 (stereo not drawn)
#2 Cc1cnc(-c2nnc(N(C)C(=O)C3CCCO3)s2)cn1 (stereo not drawn)
#3 O=C(CN1C(=O)NC2(CCCCC2)C1=O)Nc1cccc2ncccc12
#4 Cc1ccc(CNC(=O)C2CCCCC2C(=O)O)cc1 (stereo not drawn)
#5 Cc1cccc(Cc2nnc(CCC(=O)N(CC3CC3)CC3CCCO3)o2)c1 (stereo not drawn)

compound no.,1,2,3,4,5
D1 agonist,7,2,5,3,1
D1 antag,9,-2,-4,-22,-8
D2 PAM,12,-7,1,13,10
D2 agonist,5.8,0.0,/,-0.8,0.1
RXFP1 antagonist,-9,7,7,1,3
TRHR enhancer,2,2,27,1,-2
TRHR ag,1.2,1.0,-0.1,0.7,-0.8
D1 PAM,2,-7,-4,-3,0
D2 antag,/,-1,/,-2,1

Sorted by value in D1 PAM (rising): 5 of the compounds above
no. | smiles | D1 PAM
2 | Cc1cnc(-c2nnc(N(C)C(=O)C3CCCO3)s2)cn1 (stereo not drawn) | -7
3 | O=C(CN1C(=O)NC2(CCCCC2)C1=O)Nc1cccc2ncccc12 | -4
4 | Cc1ccc(CNC(=O)C2CCCCC2C(=O)O)cc1 (stereo not drawn) | -3
5 | Cc1cccc(Cc2nnc(CCC(=O)N(CC3CC3)CC3CCCO3)o2)c1 (stereo not drawn) | 0
1 | Cc1ccsc1CN(C(=O)c1oc2cc(Br)ccc2c1C)C1CCS(=O)(=O)C1 (stereo not drawn) | 2

(cont.)
#6 CC1CCCN(CC(=O)Nc2ccc(S(=O)(=O)N3CCCC3)cc2)C1 (stereo not drawn)
#7 CCCNC(=S)N1CCN(C)CC1
#8 N#Cc1ccc(/C=C2\CCn3c2nc2cc(C(=O)O)ccc2c3=O)cc1
#9 Cc1ccnn1CC(=O)N/N=C/c1c[nH]c2ccccc12
#10 O=C(NCC1CCNCC1)c1ccncc1

compound no.,6,7,8,9,10
D1 agonist,3,3,3,0,2
D1 antag,-11,6,15,-5,-13
D2 PAM,-1,6,14,-1,16
D2 agonist,-0.4,0.7,-0.4,-0.2,0.9
RXFP1 antagonist,2,13,-4,3,-10
TRHR enhancer,-4,0,-1,-4,-5
TRHR ag,-1.1,-0.4,1.0,0.1,0.5
D1 PAM,-3,-5,3,-3,-3
D2 antag,-7,-9,-15,-18,-22

#11 CCOc1ccc(C(=O)Nc2ccc(C(=O)OCc3cc(=O)n4ccsc4n3)cc2)cc1
#12 COc1ccccc1OCCNC(=O)CNC(=O)c1ccc(Cl)c(Cl)c1
#13 CCc1cccc(C)c1Nc1c(-c2ccsc2)nc2ncccn12
#14 CC(=O)c1ccc(NC(=O)CC23CC4CC(C2)CC(n2nnc(C)n2)(C4)C3)cc1
#15 CCN(CC)CCCN=Cc1c(O)n(-c2ccc(C)cc2)c(=O)c2ccccc12

compound no.,11,12,13,14,15
D1 agonist,-1,2,11,4,1
D1 antag,-8,-3,12,4,-9
D2 PAM,6,-4,-10,6,3
D2 agonist,-0.3,-0.1,0.1,0.0,0.7
RXFP1 antagonist,-7,0,-29,-12,-3
TRHR enhancer,1,3,-9,0,-1
TRHR ag,1.4,-0.4,1.9,0.0,-0.4
D1 PAM,0,-3,0,-4,0
D2 antag,/,13,/,-7,4

#16 COc1ccc(OC)c(NC(=O)CSc2nc(C)cs2)c1
#17 N#C/C(=C\c1cn(Cc2ccc(C#N)cc2)c2ccccc12)C(=O)NCc1cccs1
#18 CCc1ccc(C2CC(=O)Oc3c2c(=O)n(C)c2ccccc32)cc1 (stereo not drawn)
#19 COc1ccc(NC(=O)/C=C/C(=O)O)c([N+](=O)[O-])c1
#20 Cc1cc(C(=O)CSc2ccc(F)cc2)cc(C)c1O

compound no.,16,17,18,19,20
D1 agonist,-5,9,-1,2,0
D1 antag,28,16,-10,3,-8
D2 PAM,5,-9,8,-1,14
D2 agonist,-0.2,1.3,/,0.7,0.4
RXFP1 antagonist,-5,-7,/,4,-4
TRHR enhancer,-2,3,2,0,-9
TRHR ag,-0.7,0.7,-0.5,0.1,-0.8
D1 PAM,-5,-7,0,1,-10
D2 antag,5,12,/,-24,1

#21 O=C(N/N=C/c1ccncc1)C1C2CCCCCCC21 (stereo not drawn)
#22 CCCc1cc(=O)oc2c(C)c(OCC(=O)N3C[C@H]4C[C@@H](C3)c3cccc(=O)n3C4)ccc12
#23 O=C(CN1CCCCC1)Nc1ccccc1Oc1ccccc1
#24 CCS(=O)(=O)c1nc(S(=O)(=O)c2ccc(Cl)cc2)c(N2CCC(C(N)=O)CC2)s1
#25 CSc1ccc(CCNC(=O)CCn2c(=O)c3cccn3c3cccnc32)cc1

compound no.,21,22,23,24,25
D1 agonist,0,4,4,5,0
D1 antag,5,11,15,9,0
D2 PAM,-9,-3,1,11,-4
D2 agonist,-0.6,-0.2,-1.7,0.6,/
RXFP1 antagonist,2,/,-2,-16,13
TRHR enhancer,0,1,-1,0,14
TRHR ag,-0.2,-0.2,-0.1,0.6,-0.4
D1 PAM,-1,-4,2,-3,1
D2 antag,22,-7,-8,-2,/

#26 Cc1cc(Cl)cc2sc(NC(=O)c3ccco3)nc12
#27 COc1cc(C(=O)Nc2cc(C)cc(C)c2)c(-n2cnnn2)cc1OC
#28 COc1cc(C(=O)NCC2CCCCC2)ccc1OCc1c(C)noc1C
#29 Cc1ccc(-c2noc(C3CCCN(C(=O)c4ccccc4)C3)n2)o1 (stereo not drawn)
#30 COc1ccc(N2CCN(C(=O)CN(c3cccc(Br)c3)S(C)(=O)=O)CC2)cc1

compound no.,26,27,28,29,30
D1 agonist,1,4,1,2,3
D1 antag,-3,4,-21,2,-14
D2 PAM,14,5,3,-2,0
D2 agonist,/,0.4,-3.8,-0.4,0.0
RXFP1 antagonist,-5,-5,1,-4,-17
TRHR enhancer,2,3,-4,-7,11
TRHR ag,-0.3,0.3,-0.2,-0.4,-0.4
D1 PAM,-2,-1,/,0,0
D2 antag,/,16,-24,2,11

#31 O=C(N/N=C/c1ccc(OC(F)F)cc1)c1cccc(S(=O)(=O)N2CCOCC2)c1
#32 Cc1cc(=O)[nH]c(N/N=C2/CCCC/C2=C\c2ccccc2)n1
#33 Cc1nn(-c2nc(-c3ccco3)cc(C(F)(F)F)n2)c(C)c1Cl
#34 CC(C)Oc1ccc(C2CC(=O)N(Nc3ccc([N+](=O)[O-])cc3[N+](=O)[O-])C2=O)cc1 (stereo not drawn)
#35 COC(=O)Cn1c(=O)c2cccn2c2ccc(F)cc21

compound no.,31,32,33,34,35
D1 agonist,4,0,-1,1,-2
D1 antag,4,5,/,-1,22
D2 PAM,13,1,5,-2,8
D2 agonist,1.4,-1.4,0.2,-0.7,1.0
RXFP1 antagonist,-16,11,-3,-7,-5
TRHR enhancer,-7,-8,-9,1,-1
TRHR ag,-0.6,-0.7,0.2,-0.3,0.8
D1 PAM,4,-1,-3,-7,-1
D2 antag,-15,1,15,-3,/

A different layout for some results above:
| cpd | Compound | D1 agonist | D1 antag | D2 PAM | D2 agonist | RXFP1 antagonist | TRHR enhancer | TRHR ag | D1 PAM | D2 antag |
| --- | --- | --- | --- | --- | --- | --- | --- | --- | --- | --- |
| 33 | Cc1nn(-c2nc(-c3ccco3)cc(C(F)(F)F)n2)c(C)c1Cl | -1 | / | 5 | 0.2 | -3 | -9 | 0.2 | -3 | 15 |
| 34 | CC(C)Oc1ccc(C2CC(=O)N(Nc3ccc([N+](=O)[O-])cc3[N+](=O)[O-])C2=O)cc1 (stereo not drawn) | 1 | -1 | -2 | -0.7 | -7 | 1 | -0.3 | -7 | -3 |
| 35 | COC(=O)Cn1c(=O)c2cccn2c2ccc(F)cc21 | -2 | 22 | 8 | 1.0 | -5 | -1 | 0.8 | -1 | / |

Going on with the list.
#36 CCC1CCCCN1CCCNC(=O)C1CCN(S(=O)(=O)N2CCCCC2)CC1 (stereo not drawn)
#37 O=C(CN(C(=O)c1csnn1)c1cccc2c1CCCC2)NCc1ccc(F)cc1
#38 COc1ccc(/C=C(/NC(=O)c2ccco2)C(=O)NCCc2ccccc2)cc1
#39 CC(C)CCNC(=O)C1C2C=CC3(CN(Cc4ccccc4Cl)C(=O)C13)O2 (stereo not drawn)
#40 Cc1c(NC(=O)/C(=C/c2cccs2)c2cccs2)c(=O)n(-c2ccccc2)n1C

compound no.,36,37,38,39,40
D1 agonist,0,3,1,-1,-1
D1 antag,16,11,-10,43,9
D2 PAM,-4,3,-4,0,/
D2 agonist,0.8,0.5,0.0,0.0,/
RXFP1 antagonist,0,-4,-9,/,-16
TRHR enhancer,1,1,-1,-8,-7
TRHR ag,0.5,0.1,-1.8,0.0,-0.7
D1 PAM,3,9,-6,0,-2
D2 antag,1,-3,10,-17,/

#41 O=c1c2ccccc2c(/C=N/NS(=O)(=O)c2ccccc2)c(O)n1-c1ccccn1
#42 CCCCNC(=O)c1cn(CC)c2ccc(S(=O)(=O)N3CCCCCC3)cc2c1=O
#43 O=[N+]([O-])c1ccccc1SNc1ccc(Br)cn1
#44 CC(C(=O)O)N1C(=O)c2cccc3cccc1c23 (stereo not drawn)
#45 CC(C)n1nnnc1SCC(=O)N1CCN(C(=O)c2ccco2)CC1

compound no.,41,42,43,44,45
D1 agonist,21,2,1,0,3
D1 antag,5,-15,-14,6,-1
D2 PAM,3,2,-1,4,14
D2 agonist,4.5,-0.9,1.4,0.2,-0.4
RXFP1 antagonist,-7,6,-7,6,-7
TRHR enhancer,27,1,1,0,0
TRHR ag,32*,-0.4,-0.9,0.1,-0.4
D1 PAM,-6,12,11,1,1
D2 antag,1,-12,-11,0,4

#46 Cc1cc(C)n(-c2nnc(Cl)c3ccccc23)n1
#47 Cc1cc2ccccc2cc1CN1CCOCC1
#48 NCCCC[C@@H]1NC(=O)[C@H](CCC(=O)O)NC(=O)c2cc([N+](=O)[O-])cc(I)c2SC[C@@H](C(=O)NCC(N)=O)NC1=O
#49 CCN1CCN(C(=O)c2cc(-c3ccco3)nc3ccccc23)CC1
#50 CCOc1ccccc1CNC(=O)CCc1c(C)nn(-c2ccc(N3CCCC3)nn2)c1C

compound no.,46,47,48,49,50
D1 agonist,1,5,-1,7,0
D1 antag,-1,-3,-44*,0,2
D2 PAM,6,-16,0,-4,12
D2 agonist,0.9,0.2,-0.1,0.5,-0.4
RXFP1 antagonist,1,-18,/,1,20
TRHR enhancer,-14,0,10,-1,8
TRHR ag,0.1,0.3,-0.1,0.1,-0.5
D1 PAM,-1,-3,-5,/,-6
D2 antag,17,0,10,-21,/

Bioassay records (PubChem BioAssay)
